697 NFkB inh: lowers PMA/ionomycin-induced NF-kB signal in 697 B cells. inhibition, % at 4 µM. 697 B-cell NF-kB luciferase reporter, 16 h. 0.33% of 330,000 active; in the data active = inhibition above about 35%
Gli-Sufu antag: Gli-Sufu pathway antagonism; Sufu-KO-LIGHT fibroblasts, Gli luciferase reporter luminescence; inhibition, % at 5 µM; 0.74% of 340,000 active; AID 588413;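 active = inhibition above about 55%, limit read from the data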;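 note: 0% = DMSO-treated cells and 100% = wells with medium but no cells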
CCR6 antag: blocks CCL20-driven beta-arrestin recruitment at human CCR6. P51684. CHO-K1 CCR6 PathHunter beta-arrestin, luminescence, CCL20-stimulated. inhibition, % at 20 µM. 0.49% of 340,000 active. AID 493098;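 active = compounds whose inhibition of the agonist-driven luminescence signal at 20 µM reaches about 50%, limit read from the data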;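 note: cells stimulated with CCL20 at 14 nM final; plate controls were DMSO with CCL20 for no effect and DMSO without agonist for full effect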
Apaf1 inhib: human Apaf-1 inhibition; 0.71% of 330,000 active; inhibition, % at 20 µM; O14727; AID 489030; reconstituted apoptosome caspase-3 activity, DEVD-Rh110 fluorescence; active = inhibition of at least 40% at 20 µM;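 note: plate controls were DMSO wells for no effect and DEVD-CHO caspase inhibitor wells for full effect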
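System: reconstituted apoptosome with Apaf-1, cytochrome c, caspase-9, procaspase-3, dATP; Signal: Rh110 fluorescence intensity; Schedule: 30 min compound preincubation, 50 min activation, room temperature; Reagent: cytochrome c trigger plus (Z-DEVD)2-Rh110 caspase-3 substrate.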
Jurkat NFkB inh: inhibitors of the PMA/ionomycin-induced NF-kB reporter in Jurkat cells; PMA/ionomycin-induced NF-kB luciferase reporter, luminescence; inhibition, % at 4 µM; 0.53% of 330,000 active
UBC13 polyUb: inhibitors of human UBC13 polyubiquitin chain formation; inhibition, % at 20 µM; P61088; 0.47% of 330,000 active; TR-FRET; in the data active = inhibition above about 45%, passing the limit was not always enough
Target sequence (P61088 whole entry, looked up): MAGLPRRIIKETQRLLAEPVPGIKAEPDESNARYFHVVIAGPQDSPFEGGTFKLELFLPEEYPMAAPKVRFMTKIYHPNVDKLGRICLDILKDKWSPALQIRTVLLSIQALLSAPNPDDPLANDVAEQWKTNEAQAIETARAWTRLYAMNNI
EBI2 antag: antagonists of human EBI2 receptor; P32249; EBI2 beta-arrestin recruitment, luminescence, 7a,25-OHC stimulated; inhibition, % at 5 µM; 0.81% of 360,000 active; in the data active = inhibition above about 38%;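 note: enzyme fragment complementation signal reports receptor beta-arrestin coupling in cells; 0% = agonist plus DMSO wells and 100% = wells without agonist; some results beyond the cut were filed as inactive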
Target sequence (P32249 whole entry, looked up, the tested form may be a part): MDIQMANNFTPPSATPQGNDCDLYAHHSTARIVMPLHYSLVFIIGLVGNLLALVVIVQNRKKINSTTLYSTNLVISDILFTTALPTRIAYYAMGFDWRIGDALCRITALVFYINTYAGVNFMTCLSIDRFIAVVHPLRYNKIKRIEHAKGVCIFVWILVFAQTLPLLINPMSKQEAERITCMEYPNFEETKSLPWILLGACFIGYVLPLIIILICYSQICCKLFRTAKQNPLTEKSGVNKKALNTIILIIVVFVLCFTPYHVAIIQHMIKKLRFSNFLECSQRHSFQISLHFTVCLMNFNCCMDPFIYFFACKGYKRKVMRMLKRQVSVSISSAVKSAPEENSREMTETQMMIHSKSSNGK
SENP8 block: inhibitors of human SENP8 protease. inhibition, % at 10 µM. purified SENP8, Z-RLRGG-aminoluciferin cleavage, luminescence. Q96LD8. AID 2540. 1.2% of 330,000 active
Target sequence (Q96LD8 whole entry, looked up): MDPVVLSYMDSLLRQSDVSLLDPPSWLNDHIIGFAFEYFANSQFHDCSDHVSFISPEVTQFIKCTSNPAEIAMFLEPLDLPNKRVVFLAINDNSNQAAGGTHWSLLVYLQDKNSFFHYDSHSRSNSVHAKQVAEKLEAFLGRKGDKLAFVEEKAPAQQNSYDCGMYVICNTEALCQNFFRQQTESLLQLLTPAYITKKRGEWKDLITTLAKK
* marks the source's active call; other numbers are inactive results; . = no result given; & = joins results of further samples. Cut-off read from the data, not from the text of the source, unless noted: active = inhibition above about 50%; inactive = the rest. This is a subset; count on the stated rates, not on these rows.

SMILES	697 NFkB inh	Gli-Sufu antag	CCR6 antag	Apaf1 inhib	Jurkat NFkB inh	UBC13 polyUb	EBI2 antag	SENP8 block
Cc1ccc(C(=O)CS(C)(=O)=O)cc1	5	0	2	-14	-19	10	-8	3
O=c1cc(NCc2ccccc2)nc2n1CCCS2	0	-6	-5	19	8	-5	7	-1
CC(OC(=O)c1ccc(-n2cnnn2)cc1)C(=O)N(C)c1ccccc1 (centres undefined)	3	0	5	-7	2	3	-5	-1
CCOc1ccc(C(=O)CSCC(=O)O)cc1	11	2	13	-17	4	-5	-6	-1
Cc1ccc(C)c(OCCCC(=O)Nc2ccc(N3CCOCC3)cc2)c1	11	.	.	-5	0	2	.	-10
CC1CCCC(C)N1CCCNC(=O)c1ccc2nc(N3CCOCC3)sc2c1 (centres undefined)	9	27	5	21	-13	13	-2	-5
CCOP(=O)(OCC)C(Nc1cc(Cl)cc(Cl)c1)c1cccc(O)c1 (centres undefined)	26	9	15	18	0	-1	15	1
CCN1CCN(Cc2ccc(NC(=O)c3cc(NC(=O)c4cc5cccc(OC)c5o4)cc(OC)c3)cc2C(F)(F)F)CC1	-7	-3	28	63*	-10	40	-3&-3	-15
CC1CC(CCN)(c2ccccc2)C(C)CN1C (centres undefined)	2	2	-2	-30	-12	3	-18	-2
O=C(Cc1ccccc1)N[C@H](c1ccccc1)P(=O)(O)CO	7	-10	8	6	1	4	12	-1
Cc1ccnc(NC(=O)c2cc([N+](=O)[O-])cc([N+](=O)[O-])c2)c1	1	-8	-1	2	7	8	-4	-1
O=C(OCc1c(-c2ccccc2)ncc2ccccc12)c1ccc(Cl)cc1Cl	3	0	28	16	-18	-10	-3	-4
O=C(O)c1ccc2c(c1)N(Cc1ccccc1F)C(=O)c1ccccc1S2=O (centres undefined)	4	-12	9	-5	-5	2	0	3
COC(=O)c1c(NC(=O)CSc2nnc(-c3ccco3)n2Cc2ccccc2)sc(C)c1C	7	2	12	22	-3	-20	7	-9
Cc1cccc(OCc2nnc(SCC(=O)N3CCCC3)n2C)c1	-7	0	0	-9	15	1	-10	6
COc1cccc(CNCc2ccco2)c1O	-3	5	17	2	-4	-10	-9	-3
O=c1[nH]c(CSc2nc(-c3ccc(F)cc3)cs2)nc2ccccc12	1	1	-16	16	-2	-2	2	-7
CC(=O)Nc1cc2c3c(c1)CC(=O)N3CCC2	7	5	9	-7	2	1	-7	1
COc1ccc(S(=O)(=O)NCCCCNS(=O)(=O)c2ccc(OC)cc2)cc1	9	-4	6	6	19	3	-7	-1
Cc1ccc2c(c1)N(CCC(=O)NCc1ccc3c(c1)OCO3)C(=O)CO2	26	-5	6	2	-5	3	-24	2
CC1(C)CC(=O)C2=C(C1)NC(=O)CC2C(=O)NCc1ccc(F)cc1 (centres undefined)	-19	.	.	-6	-21	-9	.	-15
CSc1nc2nccc(/C=C\c3ccccc3)n2n1	4	9	5	5	-10	-6	8	-8
O=C(O)c1ccccc1C(=O)NNc1ccc(F)cc1	-26	4	14	-1	0	-3	6	2
Clc1ccc(Cl)c(-c2nn3c(Cn4cnc5ccccc54)nnc3s2)c1	-2	-1	-13	-1	9	-1	-4	8

Reprinted from the entries so far, three compounds:
SMILES	697 NFkB inh	Gli-Sufu antag	CCR6 antag	Apaf1 inhib	Jurkat NFkB inh	UBC13 polyUb	EBI2 antag	SENP8 block
Cc1ccc(C(=O)CS(C)(=O)=O)cc1	5	0	2	-14	-19	10	-8	3
O=c1cc(NCc2ccccc2)nc2n1CCCS2	0	-6	-5	19	8	-5	7	-1
CC(OC(=O)c1ccc(-n2cnnn2)cc1)C(=O)N(C)c1ccccc1 (centres undefined)	3	0	5	-7	2	3	-5	-1

(next part)
SMILES	697 NFkB inh	Gli-Sufu antag	CCR6 antag	Apaf1 inhib	Jurkat NFkB inh	UBC13 polyUb	EBI2 antag	SENP8 block
Cc1cc(C)c2c(-n3cccc3)c(C(=O)NNS(=O)(=O)c3ccccc3)sc2n1	-24	3	-5	22	-1	-12	-17	-8
Cc1noc(C(F)(F)F)c1C(=O)NNC(=O)c1cccc(C(F)(F)F)c1	-31	8	2	3	-25	-6	-3	-1
Cc1cccc(NC(=O)NNC(=O)c2sccc2-n2cccc2)c1	8	0	7	3	11	-9	2	-7
CCCC[C@H]1COCCS(=O)(=O)N1Cc1ccccc1F	-14	-10	2	10	10	6	-4	3
Cc1ccc(C(=O)N/C(=C/c2ccco2)C(=O)NCc2ccco2)cc1	-8	-15	0	3	-16	-4	-5	-3
COc1ccc(-n2nnnc2SCC(=O)Nc2ccccc2N2CCOCC2)cc1	3	-6	4	-3	-15	8	-14	-3
COc1ccc(NC(=O)CC2CC3CCC2C3)cc1S(=O)(=O)N1CCOCC1 (centres undefined)	-15	-4	2	6	-5	-4	6	0
CN(CC(=O)NCCCc1ccccc1)S(=O)(=O)c1ccc(Br)cc1	-2	-3	8	-3	11	3	5	5
COc1ccc(N2CCN(C(=O)Nc3ccc(S(=O)(=O)N(C)C)cc3)CC2)cc1	1	0	-13	4	-7	9	-5	7
O=C(NCc1ccccn1)Nc1cccc(NC(=O)NCc2ccccn2)c1	-26	-25	-5	-4	-15	2	1	-1
CCCCN(C)C(=O)c1nc2ccccn2c1CNCCCn1nnc2ccccc21	-2	3	6	-16	12	-8	-7	-6
O=C(CN1CCN(Cc2ccc(F)cc2Cl)C1=O)NCCc1ccc(Cl)cc1	-2	4	9	22	4	12	18	-5
COc1ccccc1N=C(C)C1=C(O)CC(c2ccccc2)CC1=O (centres undefined)	9	56*	15	-9	69*	-11	-19	4
CC1CN(S(=O)(=O)c2ccc(C(=O)NCCCn3ccnc3)cc2)CC(C)O1 (centres undefined)	24	15	5	7	-16	4	-14	4
O=C1CC2CS(=O)(=O)CC2N1c1ccc(Cl)cc1Cl (centres undefined)	29	2	-8	0	0	-4	-3	2
O=C(O)c1ccccc1OCc1ccccc1Br	11	-17	-5	-3	5	-2	3	5
COc1ccc(CC(=O)NCC(=O)N/N=C(/C)c2ccco2)cc1	15	2	2	7	0	-3	0	5
COc1ccc(-c2noc(CCC(=O)NCCCN3CCC(Cc4ccccc4)CC3)n2)cc1	-44	2	10	9	9	90*	-4	-5
Brc1ccc(OCCOc2cccc3cccnc23)cc1	-7	-19	17	8	-16	4	5	0
CCCc1nc2ccccc2c(=O)n1NC(=O)c1c(O)c2cccc3c2n(c1=O)CCC3	-12	1	10	25	1	13	5	-4
CCc1ccc(NC(=O)c2cnccn2)cc1	-141	-81	-1	-1	-131	-12	-15	28
CCN(CC)C(=O)CSc1nnc([C@@H](N)Cc2ccccc2)o1	2	-14	-2	-18	0	6	-6	0
N#C/C(=C\c1ccc(O)c(O)c1)C(=O)N1CCc2ccccc21	-32	8	48	-3	19	-40	10	20
COc1ccc(NC(=O)CCOc2ccc(C)cc2)cc1S(=O)(=O)N1CCOCC1	12	2	-5	-1	-7	-2	8	3
CC1=CC2=NC(=O)/C(=C/c3cccn3Cc3ccccc3)C(=N)N2O1	14	-3	27	11	13	-3	4	-2
CC1(O)CC(c2ccc(Cl)cc2)=NN1C(=O)c1ccc(Cl)cc1 (centres undefined)	18	.	57*	5	3	-7	17	-9
Nc1nccc(-c2cc(-c3ccc(Cl)cc3Cl)no2)n1	-113	-88	-7	21	-131	3	-2	92*
CC(C)(C)NC(=O)NC(=O)COC(=O)c1cccc(NS(=O)(=O)c2ccc(F)c(F)c2)c1	14	5	12	8	2	-2	0	-6
CCCN1C2CCCC1CC(NC(=O)NC1CCCCC1)C2 (centres undefined)	0	-11	-2	1	3	6	-8	-3
O=C(CS(=O)(=O)c1cccc(Cl)c1)Nc1ccccc1Cl	-5	-4	-5	2	-6	-10	4	-7
CCOc1ccccc1NC(=O)CN1CCC(NC(=O)c2ccccc2)CC1	-4	0	12	2	-16	21	1	-2
Cc1ccc(N2CN=c3s/c(=C\c4cccnc4)c(=O)n3C2)cc1	-18	-44	11	12	-3	-14	-9	-2
CC(=O)NC12CC3CC(C1)CC(C(=O)Nc1nc4ccc(S(C)(=O)=O)cc4s1)(C3)C2	1	-5	1	-2	9	8	-3	-7
CCC1(c2ccc(F)cc2)NC(=O)N(CC(=O)N2CCN(S(=O)(=O)c3ccc(C)cc3)CC2)C1=O (centres undefined)	-12	4	14	8	-8	-6	-10	-7
Cc1noc2ncnc(N3CCN(c4cccc(Cl)c4)CC3)c12	-20	37	21	3	16	-2	8	-4
C=CCn1c(SCc2ccc3nonc3c2)nnc1-c1cccs1	2	-2	29	4	13	4	0	2
Cc1cc(C(=O)NP(=O)(N2CCOCC2)N2CCOCC2)c(C)n1-c1ccc(N(C)C)cc1	-5	-10	7	12	-3	-4	0	-6
Nc1cc(=O)[nH]c(SCc2nc3ccccc3n2Cc2ccccc2)n1	-2	6	12	5	2	-6	-2	-5
O=C(O)c1ccc(-c2noc(-c3ccccc3C(F)(F)F)n2)cc1	-55	-16	-8	3	3	-8	-4	67*
COc1ccc(-c2c(C#Cc3ccsc3)c3cc(-c4ccc5cc[nH]c5c4)ccc3n2C)cc1	-49	8	12	13	-20	-22	-8	-4
Cc1cc(NC(=O)Nc2cc(C)nn2-c2ccccc2)n(-c2ccccc2)n1	8	7	5	5	3	3	-4	-2

16 entries from above, ordered by molecular weight, falling.
SMILES	697 NFkB inh	Gli-Sufu antag	CCR6 antag	Apaf1 inhib	Jurkat NFkB inh	UBC13 polyUb	EBI2 antag	SENP8 block
CCC1(c2ccc(F)cc2)NC(=O)N(CC(=O)N2CCN(S(=O)(=O)c3ccc(C)cc3)CC2)C1=O (centres undefined)	-12	4	14	8	-8	-6	-10	-7
Cc1cc(C(=O)NP(=O)(N2CCOCC2)N2CCOCC2)c(C)n1-c1ccc(N(C)C)cc1	-5	-10	7	12	-3	-4	0	-6
CC(C)(C)NC(=O)NC(=O)COC(=O)c1cccc(NS(=O)(=O)c2ccc(F)c(F)c2)c1	14	5	12	8	2	-2	0	-6
COc1ccc(-c2c(C#Cc3ccsc3)c3cc(-c4ccc5cc[nH]c5c4)ccc3n2C)cc1	-49	8	12	13	-20	-22	-8	-4
CC(=O)NC12CC3CC(C1)CC(C(=O)Nc1nc4ccc(S(C)(=O)=O)cc4s1)(C3)C2	1	-5	1	-2	9	8	-3	-7
COc1ccc(NC(=O)CCOc2ccc(C)cc2)cc1S(=O)(=O)N1CCOCC1	12	2	-5	-1	-7	-2	8	3
CCOc1ccccc1NC(=O)CN1CCC(NC(=O)c2ccccc2)CC1	-4	0	12	2	-16	21	1	-2
Cc1cc(NC(=O)Nc2cc(C)nn2-c2ccccc2)n(-c2ccccc2)n1	8	7	5	5	3	3	-4	-2
Nc1cc(=O)[nH]c(SCc2nc3ccccc3n2Cc2ccccc2)n1	-2	6	12	5	2	-6	-2	-5
O=C(CS(=O)(=O)c1cccc(Cl)c1)Nc1ccccc1Cl	-5	-4	-5	2	-6	-10	4	-7
Cc1ccc(N2CN=c3s/c(=C\c4cccnc4)c(=O)n3C2)cc1	-18	-44	11	12	-3	-14	-9	-2
O=C(O)c1ccc(-c2noc(-c3ccccc3C(F)(F)F)n2)cc1	-55	-16	-8	3	3	-8	-4	67*
CC1=CC2=NC(=O)/C(=C/c3cccn3Cc3ccccc3)C(=N)N2O1	14	-3	27	11	13	-3	4	-2
Cc1noc2ncnc(N3CCN(c4cccc(Cl)c4)CC3)c12	-20	37	21	3	16	-2	8	-4
Nc1nccc(-c2cc(-c3ccc(Cl)cc3Cl)no2)n1	-113	-88	-7	21	-131	3	-2	92*
N#C/C(=C\c1ccc(O)c(O)c1)C(=O)N1CCc2ccccc21	-32	8	48	-3	19	-40	10	20

Bioassay records: PubChem, Sanford-Burnham Center for Chemical Genomics
